Lmaj promast = reduces viability of Leishmania major promastigotes | 200,000 tested, 9% active | inhibition, % at 10 µM | resazurin fluorescence viability | AID 1063; in the data active means inhibition above about 50%;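 further: promastigotes grown with compound for 44 hours at 28 °C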
bIAP act = intestinal alkaline phosphatase (bovine) activation; purified bovine IAP, CDP-star luminescence, 30 min; active compounds read high; fold of DMSO-control signal, blank-subtracted; activation factor at 20 µM; 200,000 tested, 0.17% active;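 active means activation factor of 2 or more at 20 µM, a signal rise over negative controls twice the positive control's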
FLuc act counter = affects firefly luciferase, flagging false hits in luciferase stimulation screens | ATPlite luciferase biochemical, luminescence, 10 min; 0 = ATP-free wells, 1 = DMSO control | AID 1027 | activation factor at 10 µM | 200,000 tested, under 10 active | P08659;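 active means luciferase activation factor, scaled between plate controls, of at least 2 with compound at 10 µM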
Target sequence (P08659 whole entry, looked up): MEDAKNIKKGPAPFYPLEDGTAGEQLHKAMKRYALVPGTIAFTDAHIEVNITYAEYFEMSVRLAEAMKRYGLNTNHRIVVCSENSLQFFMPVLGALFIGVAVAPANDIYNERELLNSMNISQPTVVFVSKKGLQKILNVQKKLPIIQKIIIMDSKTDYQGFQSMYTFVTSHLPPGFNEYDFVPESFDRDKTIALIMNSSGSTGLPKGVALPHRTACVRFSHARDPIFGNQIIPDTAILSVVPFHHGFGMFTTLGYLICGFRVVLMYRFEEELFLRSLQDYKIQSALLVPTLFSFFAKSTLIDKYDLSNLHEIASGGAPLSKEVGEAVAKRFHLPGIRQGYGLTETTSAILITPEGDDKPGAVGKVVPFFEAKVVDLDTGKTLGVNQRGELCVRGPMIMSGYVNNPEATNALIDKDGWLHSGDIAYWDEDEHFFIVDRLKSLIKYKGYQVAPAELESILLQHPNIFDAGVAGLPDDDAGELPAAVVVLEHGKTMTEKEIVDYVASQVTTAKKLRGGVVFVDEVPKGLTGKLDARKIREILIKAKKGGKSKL
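Material: luciferase plus luciferin reagent, cell-free. Medium: PBS buffer for ATP. Also added: ATP substrate, dispensed from a 10.24 µM working solution in PBS. Doses: test compounds dosed from 2 mM stocks in 100% DMSO. Incubation: 10 min post-reagent at room temperature. Technique: light output (luminescence). Read-out basis: luminescence gain marking luciferase activators.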
TNAP act hi DEA = TNAP (human) activation, high acceptor; 200,000 tested, under 10 active; activation factor at 20 µM; AID 1136; purified TNAP, CDP-star luminescence, 1 M DEA, 30 min; active compounds read high; 0 = EDTA background, 1 = DMSO-only activity; P05186;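 active means activation factor at least 2 at 20 µM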
Target sequence (P05186 whole entry, looked up): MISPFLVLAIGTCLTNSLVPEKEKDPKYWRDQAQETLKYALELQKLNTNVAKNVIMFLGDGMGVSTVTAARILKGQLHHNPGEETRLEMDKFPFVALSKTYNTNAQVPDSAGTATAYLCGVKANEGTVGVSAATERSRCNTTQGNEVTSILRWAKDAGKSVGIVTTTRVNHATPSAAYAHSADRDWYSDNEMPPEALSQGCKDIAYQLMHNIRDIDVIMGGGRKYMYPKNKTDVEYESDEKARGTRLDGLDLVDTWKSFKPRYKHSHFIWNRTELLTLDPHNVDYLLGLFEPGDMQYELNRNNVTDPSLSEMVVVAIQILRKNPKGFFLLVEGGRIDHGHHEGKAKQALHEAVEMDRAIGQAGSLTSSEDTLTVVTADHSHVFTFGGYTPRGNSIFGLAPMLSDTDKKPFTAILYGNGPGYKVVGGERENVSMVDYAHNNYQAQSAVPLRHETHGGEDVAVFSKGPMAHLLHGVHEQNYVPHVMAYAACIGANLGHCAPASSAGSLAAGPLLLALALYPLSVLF
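Measured by: Luminescent substrate turnover signal | Test system: Human TNAP | Input: TNAP 1/800 final | Dosing: 20 µM single point | Schedule: 30 min, room temperature | Controls: EDTA wells as negative control, DMSO wells as positive control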
bIAP inhibitor = intestinal alkaline phosphatase (bovine) inhibition. purified bovine IAP, CDP-star luminescence, 30 min. inhibition, % at 20 µM. 190,000 tested, under 10 active. AID 1019;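 active means over 50% inhibition of intestinal alkaline phosphatase at 20 µM in the single-dose screen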
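Incubation: 30 min reaction at room temperature / Material: purified bovine intestinal alkaline phosphatase (IAP) enzyme / Input: enzyme at 1/65,000,000 dilution / Dosing: 20 µM single dose / Signal: CDP-star luminescence signal / Reagent: CDP-star chemiluminescent phosphatase substrate, 30 µM final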
APP transl inh = APP translation inhibition | SH-SY5Y APP 5'UTR-luciferase reporter, luminescence | 190,000 tested, 0.82% active | AID 1285 | inhibition, % at 2 µM;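 active means inhibition above a set limit, derived from the sample mean plus 3 SD, cut at about 45% in these data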; further: values of inactives mirror those of a sister screen read the other way
TNAP inh noacc = inhibitors of human TNAP without phosphate acceptor; P05186; AID 1012; 200,000 tested, 0.26% active; inhibition, % at 20 µM; purified TNAP, CDP-star luminescence, 30 min;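 active means tissue-nonspecific alkaline phosphatase inhibition above about 50% at 20 µM in the single-dose screen, limit read from the data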;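 further: 0% = DMSO negative control and 100% = EDTA positive control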
RAM inhibit = blocks the yeast RAM network | S. cerevisiae dse1pr::URA3 reporter, 5-FOA growth OD615, 2 d; analog-sensitive cbk1-as2 kinase mutant strain | inhibition, % at 50 µM | 190,000 tested, 1.8% active;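 active means inhibition above a set limit, 3 SD over mean compound inhibition, cut at about 8.4% in these data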;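 further: 0% = DMSO-only wells with no growth and 100% = 10 µM 1-NA-PP1 full growth; inhibition rescues growth on 5-FOA so higher OD means more RAM inhibition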
TNAP inh hiacc = TNAP (human) inhibition, high acceptor; inhibition, % at 20 µM; purified TNAP, CDP-star luminescence, 1 M DEA; P05186; 200,000 tested, 0.03% active;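 active means over 50% inhibition of tissue-nonspecific alkaline phosphatase at 20 µM in the single-dose screen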;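 further: plate controls were DMSO wells for no effect and EDTA-quenched wells as full inhibition for full effect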
FLuc inh counter = inhibits firefly luciferase, flagging false hits in luciferase inhibition screens; ATPLite firefly luciferase biochemical luminescence, 10 min; 200,000 tested, 1.5% active; AID 1006; P08659; inhibition, % at 10 µM;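 active means inhibition above about 50% when tested at 10 µM, limit read from the data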
* hit, by the source's call; / = not tested or not shown. Not a hit list; any-hit rate near 13%.

SMILES | Lmaj promast | bIAP act | FLuc act counter | TNAP act hi DEA | bIAP inhibitor | APP transl inh | TNAP inh noacc | RAM inhibit | TNAP inh hiacc | FLuc inh counter
CCC(CC)C(=O)Nc1c2c(nn1-c1ccc(OC)cc1)CS(=O)C2 (stereo not given) | -4 | 1 | 1 | 1 | 0 | -11 | -8 | -0.3 | 0 | -2
Cc1ncc([N+](=O)[O-])n1CCOC(=O)c1ccc(Br)cc1 | 14 | 1.1 | 1 | 1 | -11 | -1 | 3 | 1.5 | 0 | 2
CC1CCC/C(=N\NC(=O)COc2ccc(Cl)cc2Cl)C1 (stereo not given) | -7 | 0.9 | 1 | 1 | 6 | -6 | -4 | 0.9 | -2 | -3
CCc1ccccc1NC(=O)CSc1nnc([C@@H](N)Cc2ccccc2)o1 | -7 | 1 | 1.1 | 1 | -3 | 15 | -28 | 2.8 | 2 | -5
Cc1cc(C)n2nc(C(=O)N3CCN(Cc4ccc5c(c4)OCO5)CC3)nc2n1 | -3 | 1.1 | 1 | 1 | -15 | 5 | -10 | 1.4 | -5 | -4
COc1cc2c(cc1OC)-c1cc(Nc3ccc4c(c3)OCCO4)nc(=O)n1CC2 | 8 | 1 | 0.9 | 1 | -1 | -22 | -2 | 3.1 | 2 | 14
COc1ccc(CCN(C(=O)c2ccccc2)C2=CC3CCC(C2)N3C)cc1OC (stereo not given) | -3 | 1 | 1 | 1 | -4 | 8 | -5 | 0.0 | -1 | 0
CCc1nnc(SCc2cn3c(C)cc(C)nc3n2)n1N | -3 | 1.1 | 1 | 1.1 | -7 | 0 | -6 | 1.3 | -8 | 0
COC(=O)c1nc(-c2ccccc2)n[nH]1 | -2 | 1 | 1.1 | 1 | 3 | 7 | 12 | 2.0 | -5 | -5
CCCS(=O)(=O)N1CCCC(C(=O)NCC2CCCO2)C1 (stereo not given) | -3 | 0.9 | 1.1 | 1 | 9 | / | -14 | 0.7 | -4 | -6
Cc1ccc(S(=O)(=O)c2cc3ccccc3oc2=O)cc1 | -2 | 1.1 | 1.1 | 1 | -11 | 15 | 2 | 1.4 | -4 | -6
O=C(CN1CCN(c2ccccn2)CC1)Nc1ccc2ccccc2c1 | -7 | 1 | 0.9 | 1 | 2 | -8 | -8 | 0.7 | -2 | 8
Clc1cccc(Nc2c3c(nc4ncnn24)CCC3)c1 | 5 | 0.9 | 1 | 1.1 | 8 | -2 | -41 | -1.0 | -8 | -4
CC(C)(C)C(=O)NC1(C(F)(F)F)C(=O)Nc2c1c(=O)[nH]c(=O)n2Cc1ccco1 (stereo not given) | -9 | 0.9 | 1.1 | 1.1 | 14 | -7 | -22 | -0.1 | -9 | -6
Cc1ccc(-c2c(C(=O)N(C)Cc3ccccc3)oc(=O)c3ccccc23)cc1 | 82* | 1.1 | 1 | 1.1 | -13 | 0 | 2 | 3.0 | -8 | -3
CC(=O)N1N=C(c2ccncc2)OC12CCCC2 | 0 | 0.9 | 1 | 1 | 11 | 18 | -8 | 2.3 | -1 | -2
Cc1ccc(S(=O)(=O)N2CCN(C(=O)c3cccs3)CC2)c(C)c1 | 1 | 1 | 1.1 | 1 | 2 | -1 | 8 | 0.1 | -2 | -8
O=S(=O)(Nc1nc2ccccc2nc1NCc1ccco1)c1ccc(Cl)cc1 | 0 | 1.1 | 1 | 1 | -14 | 14 | -10 | 2.8 | -5 | -3
COc1ccccc1NC(=O)C1=C(C)Nc2nnnn2C1c1ccccn1 (stereo not given) | 85* | 1.1 | 1 | 1.1 | -6 | -24 | -8 | 1.1 | -10 | 1
CC1=NN(c2ccc(C(=O)O)c(N)c2)C(=O)C1 | 1 | 1.1 | 1 | 1.1 | -7 | 21 | 2 | 3.1 | -5 | -4
CCn1c(COc2cccc3ccccc23)nnc1SCC(=O)OC1CCCCC1 | -5 | 1.6 | 1 | 1 | -65 | 15 | -4 | 3.5 | -4 | 2
COc1ccc(/C=C/C(=O)c2ccc3c(c2)OCCO3)cc1[N+](=O)[O-] | 44 | 0.9 | 0.8 | 1.1 | 10 | 9 | -14 | 3.9 | -8 | 21
CN1C/C(=C/c2cccnc2)C(=O)/C(=C/c2cccnc2)C1 | 100* | 0.8 | 1 | 1 | 22 | 89* | -1 | -0.1 | -1 | -1
CCN1CCCC1CNC(=O)c1cc(S(=O)(=O)CC)c(N)cc1OC (stereo not given) | / | 1.1 | 1 | 1 | -7 | / | -6 | / | -1 | -1
CC(C)C1C(C#N)=C(N)SC(N)=C1C#N | -4 | 1.1 | 1 | 1.1 | -11 | 7 | -28 | 0.9 | -6 | -4

Arranged by formula weight (largest number first): 5 of the compounds above
SMILES | Lmaj promast | bIAP act | FLuc act counter | TNAP act hi DEA | bIAP inhibitor | APP transl inh | TNAP inh noacc | RAM inhibit | TNAP inh hiacc | FLuc inh counter
COc1ccc(CCN(C(=O)c2ccccc2)C2=CC3CCC(C2)N3C)cc1OC (stereo not given) | -3 | 1 | 1 | 1 | -4 | 8 | -5 | 0.0 | -1 | 0
Cc1cc(C)n2nc(C(=O)N3CCN(Cc4ccc5c(c4)OCO5)CC3)nc2n1 | -3 | 1.1 | 1 | 1 | -15 | 5 | -10 | 1.4 | -5 | -4
COc1ccc(/C=C/C(=O)c2ccc3c(c2)OCCO3)cc1[N+](=O)[O-] | 44 | 0.9 | 0.8 | 1.1 | 10 | 9 | -14 | 3.9 | -8 | 21
CC1=NN(c2ccc(C(=O)O)c(N)c2)C(=O)C1 | 1 | 1.1 | 1 | 1.1 | -7 | 21 | 2 | 3.1 | -5 | -4
COC(=O)c1nc(-c2ccccc2)n[nH]1 | -2 | 1 | 1.1 | 1 | 3 | 7 | 12 | 2.0 | -5 | -5

Marked active in APP transl inh (from the list above):
structure,bIAP act,TNAP act hi DEA,bIAP inhibitor,APP transl inh,TNAP inh noacc,RAM inhibit,TNAP inh hiacc
CN1C/C(=C/c2cccnc2)C(=O)/C(=C/c2cccnc2)C1,0.8,1,22,89*,-1,-0.1,-1

Additional results follow:
SMILES | Lmaj promast | bIAP act | FLuc act counter | TNAP act hi DEA | bIAP inhibitor | APP transl inh | TNAP inh noacc | RAM inhibit | TNAP inh hiacc | FLuc inh counter
Cc1cc(C)c2cc(CN(CCO)C(c3nnnn3Cc3ccc(F)cc3)C(C)C)c(=O)[nH]c2c1 (stereo not given) | 21 | 0.8 | 1.1 | 1.1 | 20 | -3 | -7 | 1.3 | -6 | -8
O=C(NCCc1c[nH]c2ccccc12)/C(=C/c1ccco1)NC(=O)c1ccco1 | 1 | 0.9 | 1.1 | 1.1 | 8 | -3 | -4 | 0.8 | -5 | -7
Cc1ccc(SCCNC(=O)c2ccc(CN3CCOCC3)cc2)cc1 | 16 | 1.1 | 1 | 1.1 | -10 | 1 | -14 | 0.2 | -5 | -4
Cc1ccc(NC(=O)c2ccc(OC(=O)C(C)Oc3ccc(Cl)cc3C)cc2)cc1 (stereo not given) | -8 | 1 | 1 | 1 | 1 | -88 | -17 | 4.3 | -4 | -2
O=C(CCS(=O)(=O)c1ccccc1)Nc1cccc(-c2nc3ccccc3s2)c1 | 7 | 0.8 | 0.7 | 1 | 19 | -111 | -2 | 5.8 | 2 | 27
Cc1ccc(S(=O)(=O)Nc2ccccc2C(=O)Nc2ccc(S(=O)(=O)Nc3nccc(C)n3)cc2)cc1 | -7 | 0.4 | 1 | 1 | / | -7 | -17 | 6.4 | -4 | -4
Cc1c(NC(=O)c2ccc(Cl)c(S(=O)(=O)N3CCOCC3)c2)c(=O)n(-c2ccccc2)n1C | 0 | 0.9 | 1 | 1.1 | 9 | 15 | -14 | 1.4 | -5 | -2
O=C(NCc1cccs1)c1ccc2c(c1)OCCO2 | 0 | 0.9 | 1 | 1 | 10 | -12 | -14 | 0.4 | -5 | 0
O=C(C1=C(O)C(=O)N(c2ccccc2)C1c1ccc([N+](=O)[O-])cc1)c1cccs1 (stereo not given) | -6 | 0.8 | 1.1 | 1 | 16 | 17 | -8 | 5.6 | -1 | -6
O=C(Nc1ccccc1-c1nnn(CC(=O)N2CCOCC2)n1)c1ccc(F)cc1 | -4 | 1.2 | 1.1 | 1 | -18 | 14 | -7 | 2.5 | -5 | -8
O=C(OC(C(=O)NCc1ccc2c(c1)OCO2)c1ccncc1)c1ccc(Cl)nc1 (stereo not given) | -5 | 0.9 | 1.1 | 1 | 10 | 17 | -1 | 1.8 | -5 | -10
O=C(NCCO)/C(=C\c1cccc([N+](=O)[O-])c1)NC(=O)c1ccco1 | -8 | 0.8 | 1.1 | 1 | 16 | 11 | -1 | 1.0 | -2 | -10
Cc1cnc(NC(=O)CSc2nnc(COc3c(C)cccc3C)o2)s1 | -5 | 0.9 | 1 | 1 | 8 | 6 | -15 | -0.3 | 0 | -4
O=C(Nn1cnc2ccccc2c1=O)c1ccc(F)cc1Cl | -3 | 1 | 0.9 | 1 | 2 | -33 | 3 | 1.2 | -1 | 12
Cc1ccc(NC(=O)COc2cccnc2[N+](=O)[O-])cc1S(=O)(=O)N1CCOCC1 | 17 | 1 | 1 | 1 | 0 | -18 | -13 | 1.0 | -2 | -3
O=C1C2CC=CCC2C(=O)N1Nc1ccccc1 (stereo not given) | -8 | 1.1 | 1 | 1 | -9 | 8 | -5 | 0.8 | 0 | -1
Cc1ccc([N+](=O)[O-])cc1S(=O)(=O)N1CCNCC1 | -6 | 1 | 1 | 1 | 4 | -20 | -14 | 2.7 | -5 | -4
CC(C)n1cc(/C=N\NC(=O)c2cc3c(ccc4ccccc43)o2)c2ccccc21 | 97* | 1 | 1 | 1 | 2 | -1 | -7 | 4.7 | -1 | 2
C#CCOCCOCCOCCNc1nc(N2CCN(C(=O)Cn3cc(CCCN=C(N)N)nn3)CC2)nc(N2CCN(C(=O)[C@H]([C@@H](C)CC)n3cc(CCC(=O)O)nn3)CC2)n1 | -6 | 1 | 1 | 1 | 1 | -3 | -10 | 1.6 | -1 | 0
CN1C(=O)C(O)(CC(=O)c2ccncc2)c2ccccc21 (stereo not given) | -3 | 1 | 1.1 | 1 | 4 | -9 | 2 | 1.2 | 1 | -6
COc1cc(NC(=O)C/C(C)=N/NC(=O)c2cccc(O)c2)c(OC)cc1Cl | -1 | 0.9 | 1.1 | 1 | 10 | -58 | -7 | 1.0 | -5 | -5
FC(F)Oc1ccc(NC(=S)NCc2ccco2)cc1Cl | 12 | 0.9 | 1 | 1 | 5 | 6 | -12 | 5.2 | -3 | -4
COc1ccc2c(Cl)c(C(=O)N/N=C3\CCCC(=O)C3)sc2c1 | 5 | 0.9 | 1 | 1 | 14 | -29 | -18 | 2.1 | 0 | 4
N#Cc1cnc(SCC(=O)Nc2ccccc2C(F)(F)F)nc1N | 17 | 1.1 | 1 | 1 | -6 | 4 | -11 | -0.1 | -2 | -4
OC(COCc1ccc2c(c1)OCO2)CN1CCN(Cc2ccccc2)CC1 (stereo not given) | 89* | 1.1 | 1 | 1.1 | -9 | 51* | -6 | 3.2 | -10 | -2
O=C1COc2ccccc2N1Cc1ccccc1Cl | -2 | 0.7 | 1.1 | 1.1 | 27 | 10 | 12 | 2.4 | -7 | -7
O=C(Cn1cnc2c(cnn2-c2ccc(F)cc2)c1=O)N1CCN(c2ccccc2F)CC1 | 13 | 1 | 1.1 | 1.1 | 3 | -9 | -13 | 3.2 | -6 | -7
